TrxR1 substrate: substrates of rat thioredoxin reductase 1 | hit rate 0.01% among 390,000 | purified TrxR1 substrate turnover, NADPH consumption readout | Potency, µM (series often up to 114 µM), for the others: top-dose activity change, negative = substrate turnover | AID 588456 | O89049; also: potency is read from the fitted curve at half-maximal effect; % is scaled to controls: 0 for no effect and ±100 for the full control effect; nearly all actives have a fitted effect of over 50% in size
Target sequence (O89049 whole entry, looked up): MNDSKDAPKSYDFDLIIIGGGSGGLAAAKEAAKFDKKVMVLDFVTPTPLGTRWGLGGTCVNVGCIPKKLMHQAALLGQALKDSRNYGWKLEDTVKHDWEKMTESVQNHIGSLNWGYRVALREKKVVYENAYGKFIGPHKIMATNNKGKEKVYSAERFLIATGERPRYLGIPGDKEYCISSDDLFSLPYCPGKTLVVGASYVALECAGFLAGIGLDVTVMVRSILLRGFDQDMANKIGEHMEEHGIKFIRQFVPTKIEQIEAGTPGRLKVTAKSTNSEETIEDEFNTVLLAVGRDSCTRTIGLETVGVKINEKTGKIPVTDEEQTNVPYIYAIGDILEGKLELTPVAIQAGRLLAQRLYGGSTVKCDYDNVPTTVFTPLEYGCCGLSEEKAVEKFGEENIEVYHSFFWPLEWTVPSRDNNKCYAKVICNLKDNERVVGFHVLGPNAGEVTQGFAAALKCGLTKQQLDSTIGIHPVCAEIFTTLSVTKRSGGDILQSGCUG
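Rat TrxR1, dispensed at 90 nM, was prereduced with 400 uM NADPH (final) for 5 min at ~22 deg C, then incubated with compound 15 min before 400 uM selenite. A first-read NADPH fluorescence drop versus no-compound background flagged substrates.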
Tb PGK inh: inhibitors of T. brucei phosphoglycerate kinase | AID 602233 | hit rate 0.043% among 380,000 | P07378 | PGK/GAPDH coupled, Kinase-Glo luminescence, 60 min | Potency, µM (series often up to 57.5 µM), inactives show at the top dose activity change, negative = inhibition, hits mostly inhibitors; also: potency is read from the fitted curve at half-maximal effect; % is scaled to controls: 0 for no effect and ±100 for the full control effect; nearly all actives have a fitted effect of over 60% in size
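Luminescent ATP detection (Kinase-Glo Plus) follows a 60-minute room-temperature incubation, with wells lacking PGK as controls. Buffer: 100 mM TEA (pH 7.6), 5 mM MgCl2, 0.01% Tween-20. Coupling enzyme GAPDH (100 nM final) supplies unstable 1,3-BPG in-well.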
IDH1 R132H inh: inhibitors of human mutant IDH1 R132H; IDH1-R132H enzyme, NADPH consumption, diaphorase/resazurin fluorescence; Potency, µM (highest dose often 76.6 µM), for the others: at the highest dose activity change, negative = inhibition, usual class: inhibitors; O75874; hit rate 0.093% among 390,000; also: potency is read from the fitted curve at half-maximal effect; % is scaled to controls: 0 for no effect and ±100 for the full control effect; nearly all actives have a fitted effect of over 65% in size
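IDH1-R132H (0.5 ug/mL) preincubated 30 min with compound, then NADPH (0.016 mM) and alpha-KG (2 mM) added; 80 min at RT, pH 7.5. Remaining NADPH coupled via diaphorase/resazurin to fluorescence (540/590 nm); concentration-response curves normalized to no-enzyme control.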
Pin1 inh: human Pin1 inhibition. Q13526. Pin1 FP peptide displacement, HiFluor488, 10 min. Potency, µM (titrated, usually from 115 µM), inactives show at the top dose activity, negative = inhibition, hits mostly inhibitors. hit rate 0.009% among 390,000. AID 504891; active = well fitted inhibition curve with a large enough effect in the polarisation, with a control signal flat, not every such curve was filed as active; inconclusive = small, poorly fitted or top-dose-only effect, or effect the other way, or a change in a side signal; inactive = no such curve, though single readings can be large or run the other way; the % refers to the polarisation; also: potency is read from the fitted curve at half-maximal effect; % is scaled to controls: 0 for no effect and ±100 for the full control effect
rTrxR1 inhibitor: rat TrxR1 inhibition. recombinant rTrxR1, NADPH fluorescence consumption, selenite substrate. Potency, µM (top dose mostly 114 µM), for the others: top-dose activity change, negative = inhibition, hits mostly inhibitors. hit rate 1% among 390,000. AID 588453; also: potency is read from the fitted curve at half-maximal effect; % is scaled to controls: 0 for no effect and ±100 for the full control effect; nearly all actives have a fitted effect of over 65% in size
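Rat TrxR1 (90 nM in the dispensed reagent) was pre-reduced with 400 uM NADPH for 5 min at room temperature, then incubated with compound for 15 min. After 400 uM selenite was added, NADPH fluorescence (Ex 340/Em 450 nm) was followed for 8 min.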
PI4K2A inh: blocks human PI4K2A kinase activity. hit rate 0.13% among 420,000. purified PI4K2A, ADP-Glo luminescence, 1 h; active compounds read low. activity change, negative = inhibition, % at 76.9 µM. AID 1346378; in the data active = activity change below about -50%; inconclusive = mostly about -30% to -49%;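 also: -100% = wells without enzyme as full effect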
Target sequence (Q9BTU6 whole entry, looked up): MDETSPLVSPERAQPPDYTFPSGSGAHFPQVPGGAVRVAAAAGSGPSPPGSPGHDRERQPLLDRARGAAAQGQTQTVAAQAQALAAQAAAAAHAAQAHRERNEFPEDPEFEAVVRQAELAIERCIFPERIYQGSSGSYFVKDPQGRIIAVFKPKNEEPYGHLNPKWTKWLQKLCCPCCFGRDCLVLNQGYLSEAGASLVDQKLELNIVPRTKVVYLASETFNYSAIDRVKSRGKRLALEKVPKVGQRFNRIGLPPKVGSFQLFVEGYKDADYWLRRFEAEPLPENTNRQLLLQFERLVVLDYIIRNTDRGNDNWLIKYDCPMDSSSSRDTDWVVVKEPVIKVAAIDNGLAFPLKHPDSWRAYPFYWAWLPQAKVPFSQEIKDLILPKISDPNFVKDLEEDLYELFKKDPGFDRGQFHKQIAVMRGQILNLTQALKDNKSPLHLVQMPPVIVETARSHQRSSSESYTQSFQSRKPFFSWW
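ADP-Glo luminescence measured ADP generated by PI4K2A enzyme (4 ug/mL before mixing) with 1.2 mM PI substrate (pre-mix) and 300 microM ATP (pre-mix). Tris pH7.5 buffer with MgCl2, Triton X-100; 1 h reaction at ambient temperature.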
GLS inh: glutaminase GLS (human) inhibition | O94925 | GLS enzymatic activity, qHTS titration | Potency, µM (doses to about 45.5 µM), inactives show at the highest dose activity change, negative = inhibition, most hits filed as inhibitors | hit rate 0.21% among 410,000 | AID 624170; also: potency is read from the fitted curve at half-maximal effect; % is scaled to controls: 0 for no effect and ±100 for the full control effect
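Human kidney-isoform GLS in 45 mM KH2PO4 pH 8.2, 0.02% Tween-20, with compound, started with 1mM L-Glutamine (added stock). Glutamate oxidase/HRP/Amplex red coupled fluorescence read at start and after 30 min at RT.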
HP1b binding inh: blocks HP1-beta chromodomain binding to methylated histone tails; P83916; AlphaScreen HP1-beta / biotin-H3K9me3 peptide binding; hit rate 0.56% among 390,000; Potency, µM (top dose mostly 114 µM), inactives show top-dose activity change, negative = inhibition, hits mostly inhibitors; also: potency is read from the fitted curve at half-maximal effect; nearly all actives have a fitted effect of over 70% in size; inactives centre near 23
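AlphaScreen: HP1-beta (50 nM) preformed 30 min with biotin-H3(1-18)K9me3 peptide (50 nM) in PBS pH 7.4, 0.01% Tween-20. Compound added for 30 min at RT, then streptavidin donor/nickel chelate acceptor beads (10 ug/mL) for 30 min.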
USP1 inh: inhibitors of human USP1/UAF1 deubiquitinase. AID 743255. O94782. recombinant USP1/UAF1, Ub-Rhodamine cleavage fluorescence. hit rate 0.23% among 390,000. Potency, µM (top dose mostly 57.1 µM), for the others: top-dose activity change, negative = inhibition, hits mostly inhibitors; also: potency is read from the fitted curve at half-maximal effect; % is scaled to controls: 0 for no effect and ±100 for the full control effect; nearly all actives have a fitted effect of over 60% in size; inactives centre near -12
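USP1/UAF1 complex at 1 nM was preincubated with compound for 15 min at room temperature, then Ub-Rho substrate (150nM final) was added. Fluorescence (480/540 nm) was read kinetically, 6 reads every 60 seconds.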
Active calls of the source: *; i = inactive; ? = inconclusive; · = not tested or not shown; & = joins results of further samples; [ ] = dose if it differs, or a comment. Unless noted, calls follow the shape of the dose curve; as a rule, active = well fitted curve in the direction sought with a large enough effect; inconclusive = small, poorly fitted or top-dose-only effect, or another doubt; inactive = no such curve, though single readings can be large; an effect the other way counts as inactive or inconclusive.

SMILES	TrxR1 substrate	Tb PGK inh	IDH1 R132H inh	Pin1 inh	rTrxR1 inhibitor	PI4K2A inh	GLS inh	HP1b binding inh	USP1 inh
COc1ccc(C2Nc3ccccc3C(=O)N2Cc2ccccc2)cc1COc1ccc([N+](=O)[O-])c(C)c1 (configuration not stated)	-7%	·	·	9%	5%	·	·	10%[57 µM]	·
COc1ccccc1NC(=O)N(Cc1ccco1)Cc1cc2ccc(C)c(C)c2[nH]c1=O	11%[57.1 µM]	-6%	8%	16%	17%[57.1 µM]	7	-3%	-10%	?
Cc1cn2c(nc1=O)OC1CC2OC1CO (configuration not stated)	4%	i	2%	-3%	16%	0	0%	27%	-25%
CC(=O)Nc1ccc(NCc2ccc(C)s2)cc1	5%[57.1 µM]	6%	3%	0%	-5%	2	-6%	2%	-34%
Cc1cnc(NC(=O)CCN2C(=O)C3CCCCC3C2=O)s1 (configuration not stated)	14%[57.1 µM]	0%	4%	-4%	24%[57.1 µM]	10	-3%	28%	-14%
CCN(C(=O)COC(=O)c1cc2ccccc2cc1OC)c1c(N)n(Cc2ccccc2)c(=O)[nH]c1=O	34%[activator]	3%	-7%	1%	-18%	0	-2%	16%	1%
CC1=C(C(=O)OC2CCCC2)C(c2cccc(Cl)c2Cl)CC(=O)N1 (configuration not stated)	1%	-2%	-13%	2%	11%	3	1%	30%	?
CCCCOc1ccc(N(CC(=O)NCC2CCCO2)C(=O)CCC(=O)Nc2nccs2)cc1 (configuration not stated)	5%[57.1 µM]	-2%	1%	-5%	13%[57.1 µM]	0	2%	7%	-23%
Cc1c(NC(=O)COC(=O)c2ccc(F)c(S(=O)(=O)N3CCOCC3)c2)c(=O)n(-c2ccccc2)n1C	12%[57.1 µM]	-9%	-2%	-4%	18%[57.1 µM]	1	-1%	17%	-19%
Cc1cccc(-c2nc3c4ccccc4nc(N4CCN(c5ccccc5F)CC4)n3n2)c1	0%	5%	0%	4%	5%	-1	0%	44%[activator]	16%
Cc1cc(C(=O)NC(C)C2CCCO2)cs1 (configuration not stated)	8%	3%	1%	1%	19%	0	-1%	24%	-8%
O=C(CNCCc1ccccc1)Nc1ccc(C(=O)N2CCCCC2)cc1	5%	-6%	11%	-6%	10%	3	11%	?	-5%
Cc1ccc(NC(=O)Nc2ccc3c(c2)N(C)C(=O)CS3)cc1C	-12%	-1%	-14%	1%	-23%	0	-2%	30%[activator]	-25%
COc1cc(OC)c(C(=O)Nc2ncn[nH]2)cc1OC	8%	4%	6%	5%	2%	-3	12%	32%	-6%
CNc1nc(Oc2ccc(C(=O)OC)cc2)nc(SC)n1	14%	-6%	3%	-3%	30%[activator]	-3	14%	5%	-6%
Nn1c(SCC(=O)NC2CCCCC2)nnc1-c1ccccc1F	-12%	-1%	0%	-4%	-8%	6	-12%	28%	-13%
CC(=O)c1ccc(N2CCN(C(=S)Nc3ccccc3F)CC2)cc1	-11%	-11%	1%	1%	-22%	-3	1%	36%	-24%
CCC1Sc2ccc(S(=O)(=O)CCC(=O)NCc3ccco3)cc2NC1=O (configuration not stated)	-1%	-1%	2%	-3%	?	5	-9%	6%[57 µM]	-12%
O=C(CC1SC(=Nc2ccccc2F)N(CCN2CCOCC2)C1=O)Nc1ccc(F)cc1F (configuration not stated)	-6%[57.1 µM]	-4%	-1%	1%	18%[57.1 µM]	0	18%	24%	-18%
O=C(Nc1ccc(C#Cc2ccccc2)cc1)C1CC1	9%[57.1 µM]	-1%	2%	0%	50%[activator][57.1 µM]	-11	4%	15%	-7%
Cc1cc(O)c(NC(=O)c2cc([N+](=O)[O-])ccc2Cl)cc1C	-10%	-11%	-4%	-11%	5%	-8	33%	-7%	-2%
O=C(NCCNC(=O)c1ccccc1)c1ccccc1	5%	5%	-2%	-4%	11%	0	-2%	29%	-20%
Cc1sc(NC(=O)COc2ccc(C(C)(C)C)cc2)c(C(=O)OC(C)C)c1C	0%	11%	0%	23%	19%	1	-10%	41%[activator]	25%
CCOC1=C(C#N)CC2(CC1)c1ccccc1-c1ccccc12	4%[57.1 µM]	3%	6%	8%	9%[57.1 µM]	4	-2%	43%[activator][57 µM]	-20%
O=C(Nc1cccc(O)c1)C1CC(c2ccc(Cl)cc2)=NO1 (configuration not stated)	0%	4%	-1%	1%	9%	2	26%	50%[activator]	-19%

Arranged by count of non-hydrogen atoms (ascending): 3 of the compounds above
SMILES	TrxR1 substrate	Tb PGK inh	IDH1 R132H inh	Pin1 inh	rTrxR1 inhibitor	PI4K2A inh	GLS inh	HP1b binding inh	USP1 inh
Cc1cnc(NC(=O)CCN2C(=O)C3CCCCC3C2=O)s1 (configuration not stated)	14%[57.1 µM]	0%	4%	-4%	24%[57.1 µM]	10	-3%	28%	-14%
CCOC1=C(C#N)CC2(CC1)c1ccccc1-c1ccccc12	4%[57.1 µM]	3%	6%	8%	9%[57.1 µM]	4	-2%	43%[activator][57 µM]	-20%
O=C(CC1SC(=Nc2ccccc2F)N(CCN2CCOCC2)C1=O)Nc1ccc(F)cc1F (configuration not stated)	-6%[57.1 µM]	-4%	-1%	1%	18%[57.1 µM]	0	18%	24%	-18%

Following part
SMILES	TrxR1 substrate	Tb PGK inh	IDH1 R132H inh	Pin1 inh	rTrxR1 inhibitor	PI4K2A inh	GLS inh	HP1b binding inh	USP1 inh
CC(C)(C)NC(=O)C(=O)NNC(=O)c1ccc(C(C)(C)C)cc1	-2%	-5%	-4%	1%	-9%	-2	1%	50%[activator]	-6%
COc1ccc(-c2cc(C(=O)O)no2)cc1	4%[57.1 µM]	5%	14%	35%[activator]	?	-2	-1%	17%	-9%
O=C(CSc1n[nH]c(=O)[nH]c1=O)c1ccccc1	9%[57.1 µM]	-8%	5%	-6%	11%[57.1 µM]	2	6%	2%	-1%
C=CCOc1ccc(CNc2nn[nH]n2)cc1	-2%	6%	6%	?	-13%	0	16%	64%[activator]	-7%
COc1cc(C(=O)NC2CCCC2)c(Br)c(OC)c1OC	3%	-4%	-3%	1%	14%	7	-11%	30%	-20%
CC(C)NC(=O)NC(=O)COC(=O)c1ncc(Cl)c(Cl)c1Cl	-10%	13%	-7%	0%	-25%	1	4%	22%	-20%
NC(=O)c1ccc(SCC(=O)OCC(=O)N2CCN(C(=O)c3ccco3)CC2)c([N+](=O)[O-])c1	1%	-7%	1%	-10%	-14%	-5	-23%	6%	-3%
Cc1cccn2c(=O)c(/C=N/O)c(NCc3ccccc3)nc12	9%[57.1 µM]	-9%	8%	-14%	24%[57.1 µM]	-9	-2%	-6%	7%
CCN(CC(=O)Nc1c(F)cccc1F)C(=O)CCc1ccc(OC)cc1	-7%[57.1 µM]	-8%	3%	0%	12%[57.1 µM]	2	-17%	19%	-16%
CCOC(=O)CSc1nc2cc3c(cc2cc1C#N)OCCO3	-17%	12%	7%	2%	-2%	4	0%	44%[activator]	-13%
COc1ccc(/C=C/C(=O)Nn2cnnc2)cc1	-8%	-4%	2%	-8%	-3%	1	8%	24%	-1%
CC(C)c1ccccc1NC(=S)NCc1ccncc1	-3%	-7%	5%	1%	-27%	4	10%	37%	-13%
COc1ccc(Cl)cc1C(=O)OCC(=O)NC(=O)c1cccn1C	-4%	-4%	0%	-2%	-4%	3	6%	3%	-5%
CCCCCn1c(C(Cc2ccccc2)NC(C)=O)nc2ccccc21 (configuration not stated)	2%[57.1 µM]	-1%	-4%	0%	12%[57.1 µM]	-1	15%	20%	-20%
CCOC(=O)C(C)Sc1nnc2cc(C)c3ccccc3n12 (configuration not stated)	4%	-3%	44%[activator]	-9%	34%	-2	-8%	12%	-17%
CSc1oc(-c2ccc(F)cc2)nc1S(=O)(=O)c1ccc(Br)cc1	10%	-1%	16%	1%	19%	0	8%	46%[activator]	-21%
O=[N+]([O-])c1ccc(N2CCN(S(=O)(=O)c3ccccc3)CC2)cc1N1CCc2ccccc2C1	-14%	-2%	6%	-7%	-6%	-3	0%	-5%	-7%
COc1ccccc1NC(=O)CC(c1cc(OC)c(OC)c(OC)c1)N1Cc2ccccc2C1=O (configuration not stated)	2%	2%	-8%	-13%	-4%	-2	-1%	37%	-29%
O=C(CNC(=O)c1ccc2ccccc2c1)Nc1ncccc1O	2%	-8%	0%	?	-8%	-5	5%	24%	?
O=C(Cn1c(=O)n(-c2cccc(Cl)c2)c(=O)c2sc3ccccc3c21)N1CCCC1	104%[activator]	7%	1%	-1%	-16%	0	-1%	27%	-5%
N#CCC(=O)Nc1ccc(C(=O)OCC(=O)N2CCCC2=O)cc1	6%	0%	5%	5%	12%	1	-4%	40%[activator]	-19%
O=C(CSc1nc2ccccc2s1)Nc1cc(S(=O)(=O)N2CCOCC2)ccc1Cl	0%	-10%	6%	43%[activator]	-8%	3	4%	?	-10%
Cc1ccc(C(=O)Nc2cccc(C(F)(F)F)c2)cc1NC(=O)c1cnnc2ccccc12	10%[57.1 µM]	-3%&0%	-7%&7%	19%	9%[57.1 µM]	2&-1	-8%&2%	14%	-8%&-24%
CCOCc1nnc(NC(=O)c2c(OC)cccc2OC)s1	4%	6%	4%	0%	15%	0	12%	27%	-20%
CCN(CC(=O)Nc1ccccc1C(F)(F)F)C(=O)Cn1c(=O)cnc2ccccc21	2%[57.1 µM]	-4%	-5%	-7%	5%[57.1 µM]	1	5%	0%	2%
CC(NC(=O)c1ccco1)C(=O)Nc1nccs1 (configuration not stated)	-3%	i	5%	-16%	-2%	3	2%	27%	-6%

A portion of the library; the hit share may differ from the screen's.
